Screening data as filed in PubChem BioAssay.
Hsp90 Hop PPI: qHTS Assay for Disrupters of an Hsp90 Co-Chaperone Interaction; AID 595, 2007; Hsp90 C-terminal peptide / TPR2A (Hop) interaction, human; Potency, µM (titrated, usually from 57 µM), without a hit: at the top dose activity change, negative = inhibition; AlphaScreen TPR2A-His6 binding biotin-Hsp90 C-terminal peptide; actives 0.44% (n = 71,000); active = well fitted curve in either direction with a large enough effect; inconclusive = small, poorly fitted or top-dose-only effect, or another doubt; note: potency is the fitted concentration of half-maximal effect; % is set by controls: 0 for no effect and ±100 for the full control effect; many of its hits are not listed in these tables
HADH2 inh: qHTS Assay for Inhibitors of HADH2 (Hydroxyacyl-Coenzyme A Dehydrogenase, Type II); 3-hydroxyacyl-CoA dehydrogenase type-2 (Homo sapiens), Q99714; recombinant HADH2, NADH fluorescence, beta-hydroxybutyryl-CoA; Potency, µM (titrated, usually from 57.1 µM), inactives show at the top dose activity change, negative = inhibition, hits mostly inhibitors; actives 3.4% (n = 73,000); AID 886, 2007; note: potency is the fitted concentration of half-maximal effect; % is set by controls: 0 for no effect and ±100 for the full control effect; nearly all actives have a fitted effect of over 60% in size; many of its hits are not listed in these tables
Target sequence (Q99714 whole entry, looked up, one chain of several): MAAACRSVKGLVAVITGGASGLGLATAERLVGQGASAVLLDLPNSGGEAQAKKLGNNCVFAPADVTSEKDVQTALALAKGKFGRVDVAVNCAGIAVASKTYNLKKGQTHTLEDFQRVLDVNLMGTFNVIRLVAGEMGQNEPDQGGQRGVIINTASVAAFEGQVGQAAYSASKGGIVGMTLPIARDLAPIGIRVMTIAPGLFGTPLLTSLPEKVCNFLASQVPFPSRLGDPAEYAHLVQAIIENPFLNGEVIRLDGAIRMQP
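Buffer 100 mM Tris-HCl pH 9.0/0.01% Tween-20; HADH2 20 nM; NAD+ 1 mM; beta-hydroxybutyryl-CoA 90 uM (all final). 15 min cpd preincubation, RT.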
CRE Fsk mod: Cell signaling CRE-BLA (Fsk stim); actives 2.5% (n = 71,000); Potency, µM (top dose mostly 38.2 µM), for inactives: top-dose activity change, negative = inhibition, most hits filed as activators; CHO CRE-bla reporter (cAMP response element driving beta-lactamase), forskolin EC10, beta-lactamase ratio; active = well fitted activation curve with a large enough effect in the signal ratio, with a control signal flat, not every such curve was filed as active; inconclusive = small, poorly fitted or top-dose-only effect, or effect the other way, or a change in a side signal; the % refers to the signal ratio; note: potency is the fitted concentration of half-maximal effect; % of control where 0% means no effect
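Cells were plated overnight at 37 °C, exposed to compound titrations plus EC10 NKH 477 for 3 h, then given CCF4 dye for 2 h at room temperature. Blue/green (460/530 nm) ratio was converted to %Activity and AC50 values calculated.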
GFP derepression: qHTS Assay for Epigenetic Modulators; mouse C127i GFP locus derepression, cytometry, 30 h; Potency, µM (titrated, usually from 46.1 µM), without a hit: at the highest dose GFP derepression (activation); actives 0.09% (n = 68,000); AID 597, 2007; note: % of control where 0% means no effect
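Locus derepression in mouse mammary C127i cells whose integrated CMV-GFP reporter is normally silent; GFP expression after 30 h compound treatment was quantified by counting fluorescent cells.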
HBB splicing: qHTS Assay for Modulators of Hemoglobin Beta Chain Splicing; actives 0.06% (n = 65,000); AID 925, 2007; Potency, µM (top dose mostly 46.1 µM), inactives show at the top dose activation, hits mostly activators; HBB splicing reporter cell assay, activation; EGFP reporter with mutant IVS2-654 intron; response scale: normalised to 500 nM splice-correcting PNA; note: potency is the fitted concentration of half-maximal effect; 0% is about no effect
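Compounds were applied for 2 days to HeLa EGFP-654 cells, 500/well in Optimem with 2% FCS. The reporter's EGFP is disrupted by mis-splicing of beta-globin intron IVS2-654. Readout: summed well GFP fluorescence from 488 nm laser scanning; reference was 500 nM antisense […] 654 PNA.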
Pol III holo inh: qHTS Assay for Inhibitors of DNA Polymerase III Holoenzyme System; actives 0.25% (n = 71,000); reconstituted DNA polymerase III holoenzyme replication, biochemical; Potency, µM (top dose mostly 57.1 µM), for inactives: top-dose activity change, negative = inhibition; note: potency is the fitted concentration of half-maximal effect; % is set by controls: 0 for no effect and ±100 for the full control effect
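Reconstituted *E. coli* holoenzyme (0.35 nM Pol III, 1 nM beta, 154 nM SSB, 2 nM primase) was preincubated with compound for 15 min at RT. Synthesis on 1.4 nM ssM13Gori ran 35 min, then was stopped with PicoGreen/EDTA and read as dsDNA fluorescence.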
Ub-GFP proteasome: Ubiquitin-GFP Assay | Ubiquitin-GFP reporter cells, proteasome inhibition, GFP fluorescence; response scale: untreated = 0%, 10 µM MG-132 = 100% | 67,000 tested, under 10 active | Potency, µM (series often up to 45.9 µM), without a hit: at the highest dose activation (GFP accumulation), actives largely listed as activators | AID 526, 2006; active = well fitted activation curve with a large enough effect, not every such curve was filed as active; inconclusive = small, poorly fitted or top-dose-only effect, or another doubt; inactive = no such curve, though single readings can be large or run the other way; note: potency is the fitted concentration of half-maximal effect
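U2OS Ub(G76V)-GFP reporter; O/N plating, 0.5% FBS; cpd 46 uM–2.9 nM, 4 h, 37 °C; GFP+ cell count, 488/515 nm; norm. to basal vs 10 uM MG-132; CRC fit.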
Tau fil binding: qHTS Assay for Tau Filament Binding; recombinant tau filaments, thioflavin S fluorescence, 15 h; filaments grown with octadecylsulfate alongside compound; Potency, µM (top dose mostly 57.1 µM), for the others: at the highest dose activity change, negative = inhibition; Microtubule-associated protein tau (Homo sapiens), P10636; actives 2% (n = 71,000);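 note: potency is the fitted concentration of half-maximal effect; % is set by controls: 0 for no effect and ±100 for the full control effect; actives lower thioflavin S fluorescence by blocking filaments or displacing dye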
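Read-out: ThS fluorescence, 450 nm excitation/510 nm emission; lower signal marks blocked filament formation or displaced dye. Tau at 1 uM with 30 uM ODS, 10 uM ThS, 5 mM DTT, 100 mM NaCl, 10 mM HEPES pH 7.4; 15 h, 37 C.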
15-hLO inh: qHTS Assay for Inhibitors of 15-hLO (15-human lipoxygenase); Polyunsaturated fatty acid lipoxygenase ALOX15 (Homo sapiens), P16050; purified 15hLO-1, xylenol orange hydroperoxide absorbance; Potency, µM (series often up to 57.1 µM), without a hit: at the highest dose activity change, negative = inhibition, most hits filed as inhibitors; actives 1.4% (n = 74,000); AID 887, 2007; note: potency is the fitted concentration of half-maximal effect; % is set by controls: 0 for no effect and ±100 for the full control effect; nearly all actives have a fitted effect of over 55% in size
Target sequence (P16050 whole entry, looked up): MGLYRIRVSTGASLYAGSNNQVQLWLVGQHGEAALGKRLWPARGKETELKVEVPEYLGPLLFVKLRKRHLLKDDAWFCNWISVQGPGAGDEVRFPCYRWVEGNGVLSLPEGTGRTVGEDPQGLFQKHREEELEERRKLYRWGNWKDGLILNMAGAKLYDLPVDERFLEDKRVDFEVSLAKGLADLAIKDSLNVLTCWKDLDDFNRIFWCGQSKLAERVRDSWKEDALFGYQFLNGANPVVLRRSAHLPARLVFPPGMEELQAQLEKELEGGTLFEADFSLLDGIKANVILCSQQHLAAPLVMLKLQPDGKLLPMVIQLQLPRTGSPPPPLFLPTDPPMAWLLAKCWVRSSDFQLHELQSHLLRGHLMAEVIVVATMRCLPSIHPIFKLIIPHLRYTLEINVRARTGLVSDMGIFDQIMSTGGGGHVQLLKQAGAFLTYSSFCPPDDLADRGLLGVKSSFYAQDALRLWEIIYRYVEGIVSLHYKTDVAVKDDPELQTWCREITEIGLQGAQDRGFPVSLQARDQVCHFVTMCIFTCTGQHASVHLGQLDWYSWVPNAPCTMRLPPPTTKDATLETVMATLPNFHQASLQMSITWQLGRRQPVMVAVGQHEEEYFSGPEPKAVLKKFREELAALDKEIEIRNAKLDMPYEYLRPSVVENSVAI
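Purified human 15hLO-1 (40 nM) in 25 mM Hepes pH 7.5, 0.01% Triton X-100, preincubated 15 min RT with compound, then 50 uM arachidonic acid for 6 min. Hydroperoxide read by ferrous/xylenol orange, 30 min; 573/405 nm absorbance ratio gave progress.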
FLuc inh: qHTS Assay for Inhibitors of Firefly Luciferase | Luciferin 4-monooxygenase (Photinus pyralis), P08659 | purified firefly luciferase, luminescence, 8 min | Potency, µM (highest dose often 57.1 µM), without a hit: at the top dose activity change, negative = inhibition, usual class: inhibitors | actives 2.2% (n = 72,000); note: potency is the fitted concentration of half-maximal effect; % is set by controls: 0 for no effect and ±100 for the full control effect; nearly all actives have a fitted effect of over 40% in size
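Substrate buffer containing 10 uM ATP (pH 7.2 imidazole, Mg2+, KCl, detergent, BSA) is dispensed, compound pinned in, then luciferase/luciferin detector mix added. After 8 min at ambient temperature, light output is measured.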
ERK AVP block: qHTS Assay for Inhibitors of the ERK Signaling Pathway using a Homogeneous Screening Assay; HEK293-V1b, vasopressin-stimulated pERK AlphaScreen; AID 995, 2007; Potency, µM (titrated, usually from 57.5 µM), without a hit: at the highest dose activity, negative = inhibition, actives largely listed as inhibitors; actives 0.99% (n = 72,000); note: potency is the fitted concentration of half-maximal effect; % is set by controls: 0 for no effect and ±100 for the full control effect; nearly all actives have a fitted effect of over 55% in size
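HEK293 cells stably expressing V1b receptor, seeded overnight in 1% FBS, were treated with compounds for 30 min at 37C, then stimulated 5 min with 25 nM vasopressin; phospho-ERK read by AlphaScreen SureFire after lysis.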
Starred values were filed as active, the others as inactive; u = inconclusive; x = not tested or not shown; [ ] = another dose, or the depositor's remark. Unless noted, calls come from the whole dose curve; as a rule, active = well fitted curve in the direction sought with a large enough effect; inconclusive = small, poorly fitted or top-dose-only effect, or another doubt; inactive = no such curve, though single readings can be large; an effect the other way counts as inactive or inconclusive.

SMILES	Hsp90 Hop PPI	HADH2 inh	CRE Fsk mod	GFP derepression	HBB splicing	Pol III holo inh	Ub-GFP proteasome	Tau fil binding	15-hLO inh	FLuc inh	ERK AVP block
CCOC(=O)c1ccccc1NC(=O)CN1CCC(n2nnc3cc(F)ccc32)CC1	0.1%	24.8%	u	1.0%	x	0.2%	-2.5%	5.2%	-5.9%	0.2%	-8.9%
CCCCn1c2nc3ccccc3nc2c2c(=O)n(CCC)cnc21	0.5%	56.1%[activator]	u	-4.7%	-1.0%[0.369 µM]	-7.6%	x	-3.8%	10.9%	-1.3%	6.6%
O=C(COC(=O)c1cc(-c2ccco2)nc2ccccc12)NCc1ccc2c(c1)OCO2	-0.7%	29.7%	u	-1.3%	-0.2%	-11.4%	0.0%	12.6µM*	u	-3.4%	u
Oc1cccc(Nc2nc(NCC3CCCO3)c3ccccc3n2)c1 (centres undefined)	-4.3%	1.8%	2.6%	-1.0%	x	-9.8%	3.9%	140.9%	u	-13.7%	15.8µM*
CCC(c1nnc(SCC(=O)NCCc2ccc(Cl)cc2Cl)o1)N(C)C (centres undefined)	u	-13.2%	-2.9%	-1.3%	-0.3%[57.5 µM]	-0.9%	5.2%	-7.1%	6.6%	1.6%	16.9%
CCOC(=O)CC(=O)Nc1nnc(C(C)C)s1	2.2%	0.2%	-7.7%	-2.2%	2.5%[57.5 µM]	-1.6%	-4.3%	-14.6%	11.3%	2.9%	-8.6%
Cc1onc(-c2ccccc2)c1C(=O)n1nnc2ccccc21	-4.1%	u	-9.5%	-2.7%	0.7%	-3.9%	1.2%	-4.9%	-6.9%	1.1%	9.0%
CC1(C)CC(=O)c2cnc(N3CCN(c4ccccc4)CC3)nc2C1	-0.1%	4.0%	8.2%	0.0%	1.1%[1.84 µM]	-2.5%	-1.4%	12.7%	5.2%	0.9%	6.7%
CCOc1ccc(N2C(=O)CSC23CCCCC3)cc1	-2.0%	13.6%	-0.3%	0.0%	x	-2.1%	0.7%	-4.6%	-0.3%	3.6%	-2.1%
O=C(CSc1nnc(Cc2cccs2)n1C1CCCCC1)N1CCCc2ccccc21	-7.3%	u	-14.5%	1.6%	-1.4%	-6.3%	3.3%	3.4%	-26.9%	1.1%	-25.0%
N#CC1=C(N)N(c2ccc(Oc3ccccc3)cc2)C(=O)C1	-3.0%	1.0%	-9.5%	1.2%	0.3%	2.1%	1.2%	-6.7%	u	-0.2%	14.8%
CN(C)Cc1ccccc1-c1cncnc1Nc1ccncc1	1.4%	-0.7%	-16.7%	-2.9%[9.22 µM]	-0.3%	-1.2%	7.7%	1.0%	31.5%[activator]	0.1%[2.29 µM]	-9.0%
O=C(Oc1ccccc1)N1CCC[C@@]2(CCN(c3ccncc3)C2)C1	-2.7%	-9.1%	13.3%	-5.7%[9.22 µM]	3.2%	-0.5%	8.1%	14.6%	3.4%	0.3%[11.4 µM]	2.5%
Cc1nc(-c2ccccc2)nc2[nH]c(C(C)C)cc(=O)c12	-2.0%	-1.2%	u	-0.1%	-1.2%	-3.4%	-5.0%	-2.2%	-2.2%	0.6%	-28.2%
CCSCc1nnc(SCC(=O)Nc2cccc(SC)c2)n1C	-0.1%	10.2%	-3.9%	0.0%	-0.9%	-4.5%	-5.6%	130.3%	1.8%	2.1%	-22.7%
COc1ccccc1C(=O)N1CCN(c2cccc(C(F)(F)F)c2)CC1	-0.5%	-5.7%	-7.7%	-1.5%	-0.1%[57.5 µM]	-1.1%	-3.0%	9.0%	-5.7%	0.4%	-5.9%
O=C(NCCN1C(=O)CSC1=O)c1ccccc1	-1.7%	11.0%	-10.0%	-1.1%	1.1%	-2.3%	0.9%	-7.4%	16.3%	-1.0%	2.8%
CC[C@@H]1OC(=O)[C@H](C)[C@H](O[C@@H]2C[C@](C)(OC)[C@H](O)[C@H](C)O2)[C@H](C)[C@H](O[C@@H]2O[C@@H](C)C[C@@H](N(C)C)[C@@H]2O)[C@](C)(O)C[C@H](C)C(=O)[C@H](C)[C@H](O)[C@]1(C)O	0.1%[26 µM]	7.1%[25.6 µM]	-5.7%[17.1 µM]	6.8%[20.6 µM]	0.1%[20.6 µM]	-0.1%[25.6 µM]	6.4%[20.5 µM]	5.7%[25.6 µM]	2.4%[25.6 µM]	1.6%[25.5 µM]	-2.5%[25.7 µM]
Cc1cc(NC(=O)CSc2nc3sc4c(c3c(=O)n2C)CCCC4)no1	-0.4%	10.3%	-1.2%	-1.6%	0.5%[57.5 µM]	2.6%	1.9%	9.5%	-2.5%	3.0%	-4.8%
CC(=Nc1ccccc1)Nc1ccccc1	-2.0%	7.2%	0.6%	0.0%	0.7%	-3.4%	-6.2%	11.6%	-15.7%	-0.3%	-19.0%
Cc1cc2ccccc2c(=O)n1CC(=O)Nc1ccc2c(c1)OCO2	-3.2%	6.3%	-10.5%	5.9%	-1.1%	1.7%	2.6%	5.5%	-2.0%	1.1%	3.5%
COC(=O)[C@H](Cc1ccccc1)NC(=O)N1CC(C)OC(C)C1 (some centres undefined)	-1.7%	1.2%	3.5%	-0.4%	-4.8%[0.369 µM]	-1.6%	-1.7%	3.7%	5.7%	1.5%	2.7%
O=C(Nc1ccccc1C(=O)NCc1ccco1)NC1CCCCC1	-0.8%	-2.8%	-8.0%	-0.4%	1.6%[1.84 µM]	1.1%	0.3%	-6.5%	-0.1%	-11.5%	-25.9%
CCc1ccc(OCCCC(=O)O)c(Br)c1	0.1%	0.1%	u	0.0%	-0.9%	-7.3%	0.0%	6.9%	2.6%	2.2%	-17.9%
CC(C)(C)C(=O)CC(=O)Nc1ccc(Cl)c(N)c1	-0.9%	-2.5%	1.2%	4.1%	-0.9%[9.22 µM]	-1.5%	9.9%	5.0%	-1.0%	-10.2%	3.5%
CCSc1nnc(NC(=O)CN(C)S(=O)(=O)c2ccc(F)cc2)s1	-0.7%	3.7%	-9.4%	-1.5%	-4.5%	-0.2%	-4.7%	-3.1%	u	0.6%	-0.3%
CCOC(=O)C(NC(=O)c1cccnc1)(Nc1cccc(C)n1)C(F)(F)F (centres undefined)	3.4%	u	14.1%	-3.8%	-1.2%[57.5 µM]	-1.1%	-2.6%	12.8%	11.6%	2.8%	10.2%
COc1ccc(CNC(=O)C2CC(=O)N(c3ccc(OCC(=O)N4CCCCC4)cc3)C2)cc1 (centres undefined)	1.7%	1.6%	-8.8%	1.6%	-3.3%	-3.4%	5.0%	-1.8%	10.6%	-0.2%	2.2%
Cc1cc(=O)oc2cc(NC(=O)C3COc4ccccc4O3)ccc12 (centres undefined)	1.6%	u	u	-2.6%	0.0%	1.6%	21.1%	8.6%	-9.7%	0.0%	17.9%
Cc1ccc2[nH]c(=O)c(CN(Cc3cccs3)Cc3nnnn3CC3CCCO3)cc2c1 (centres undefined)	4.1%	24.9%	13.5%	0.0%	x	-2.5%	-2.4%	14.2%	-13.5%	7.7%	7.3%
Cc1nnc(SCCn2c(N3CCC(C)CC3)nc3c2c(=O)n(C)c(=O)n3C)s1	-2.5%	5.5%	u	-2.0%	5.9%[1.84 µM]	1.3%	-1.4%	-1.5%	9.7%	0.7%	-10.6%
CCN(CC)S(=O)(=O)c1cccc(C(=O)Nc2ccc(Cl)cn2)c1	u	12.4%	2.4%	1.9%	x	-2.3%	-4.8%	3.6%	-10.9%	x	10.3%
Cc1n[nH]c(=O)nc1NCc1ccccc1Cl	-1.1%	u	3.1%	2.4%	x	-6.5%	4.5%	-6.4%	9.9%	4.1%	-9.0%
CCC(=O)NCCc1cc2cc(C)c(C)cc2[nH]c1=O	0.1%	-30.0%	5.1%	4.3%	-0.7%	0.9%	2.9%	9.7%	-5.7%	-2.4%	7.1%

Not all compounds are listed; rates above refer to the full screens.
